TNF necrop inh: blocks TNF-alpha induced death of Jurkat FADD-/- cells. Jurkat FADD-/- TNF necroptosis rescue, ATP luminescence, 24 h; 0 = TNF only, 100 = no-TNF cells. activation (protection from cell death), % at 10 µM. hit rate 0.068% among 220,000;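 active = activation, meaning protection from cell death, of at least 50% relative to plate controls; inactive = activation below 50%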;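 note: necroptosis triggered by 40 ng/mL TNF-alpha added together with compound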
PPC-1+TRAIL kill: PPC-1 cancer cell killing with TRAIL present | cell killing (% activity), % at 4 µM | PPC-1 cells + TRAIL, ATPLite viability luminescence | hit rate 0.41% among 220,000;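 active = cell killing above 50% in the first pass at 4 µM, then a duplicate retest at 5 µM averaging 50% or more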;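 note: plate controls were cells with TRAIL plus DMSO for no effect and medium-only wells lacking cells for full effect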
RBBP9 inh: inhibitors of human serine hydrolase RBBP9; inhibition, % at 7.94 µM; hit rate 0.2% among 220,000; O75884; recombinant RBBP9, FP-Rh probe fluorescence polarization; AID 1515;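 active = inhibition above the campaign mean of all tested compounds plus 3 SD, cut at about 14% in these data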;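 note: plate controls were DMSO wells with RBBP9 for no effect and wells lacking RBBP9 protein for full effect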
Target sequence (O75884 whole entry, looked up): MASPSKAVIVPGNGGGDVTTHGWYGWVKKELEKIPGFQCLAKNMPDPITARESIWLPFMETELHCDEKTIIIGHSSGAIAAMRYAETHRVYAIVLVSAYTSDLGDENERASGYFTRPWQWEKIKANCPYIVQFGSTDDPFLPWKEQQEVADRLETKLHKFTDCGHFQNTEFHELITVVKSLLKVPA
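System: RBBP9 protein / Quantity: 2.5 µM RBBP9 dispensing solution, before mixing / Also added: Serine-hydrolase probe FP-Rh, 375 nM pre-mixing / Dosing: 7.94 µM single dose, 0.794% DMSO / Timing: enzyme-compound preincubation 30 min, then probe labeling 45 min, 25 °C / Signal: FP readout at 525/598 nm / Controls: DMSO-treated enzyme wells and wells lacking RBBP9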
TRPML3 agonist: human mucolipin-3 channel agonism. Q8TDD5. HEK293 TRPML3-YFP, Fluo-8 calcium fluorescence; 100% = the carbachol control signal. activation, % at 3 µM. hit rate 0.29% among 220,000. AID 1448;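 active = activation above its plate's cutoff, the mean activation of the plate's test wells plus 3 SD, cut at about 12% in these data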;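 note: 0% = DMSO only wells and 100% = carbachol wells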
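Test system: HEK293 cells stably carrying human TRPML3-YFP; Doses: single dose, 3 µM final nominal compound, 0.3% DMSO final; Schedule: dye loading 1 h 37 °C then 30 min ambient, 125 s read; Technique: Fluo-8 calcium fluorescence; Benchmarks: high control carbachol 87 µM, low control DMSO.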
CHOP inh: CHOP inhibition in unfolded protein response. inhibition, % at 10 µM. hit rate 3.8% among 220,000. CHO-K1 CHOP-promoter luciferase, tunicamycin-induced, 15-18 h;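 active = compounds that reduced the stress-induced luciferase reporter signal by more than about 70% of percent inhibition, limit read from the data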;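 note: 0% = tunicamycin plus vehicle and 100% = wells without tunicamycin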
Ba/F3 V617F tox: lowers viability of Ba/F3 cells expressing EpoR and JAK2V617F; AID 1446; inhibition, % at 5.6 µM; ATP luminescence; hit rate 1.1% among 220,000;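 active = inhibition above the campaign mean plus 3 SD over all tested compounds, cut at about 24% in these data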;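 note: cytokine-independent growth of Ba/F3 cells driven by EpoR plus mutant JAK2; 0% = DMSO-treated cells and 100% = JAK inhibitor I control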
zfTRPN1 agonist: activates the zebrafish TRPN1 channel; HEK293 zebrafish TRPN1-YFP, Fluo-8 calcium fluorescence; 100% = response to 87 µM carbachol; activation, % at 3 µM; hit rate 0.18% among 220,000; AID 1424;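 active = activation above its plate's cutoff, the mean activation of test wells on that plate plus 3 SD, cut at about 19% in these data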;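 note: 0% = DMSO alone and 100% = 87 µM carbachol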
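Material: zebrafish TRPN1-YFP in HEK293 cells; Doses: single test compound dose, 3 µM nominal, 0.3% DMSO; Timing: dye loading 1 h at 37 °C, then 30 min room temperature; Technique: intracellular calcium fluorescence with Fluo-8; Benchmarks: high carbachol 87 µM, low DMSO alone.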
BaF3 tox: counter-screen for JAK2V617F inhibitors: parental Ba/F3 viability inhibitors. CellTiter-Glo ATP luminescence. inhibition, % at 5.6 µM. hit rate 1.1% among 220,000;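 active = inhibition above a per-campaign cutoff, the mean inhibition of all tested compounds plus 3 SD, cut at about 27% in these data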;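 note: 0% = DMSO wells and 100% = JAK Inhibitor I control wells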
Wee1 stabilizer: blocks degradation of human Wee1 kinase; P30291; hit rate 1.2% among 220,000; HeLa Luc-Wee1K328M stability, luciferase luminescence; 100% = proteasome inhibitor MG132 effect; reporter increase, % at 5 µM;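 active = activation above the mean of all tested compounds plus 3 SD, set per screening run, cut at about 8.8% in these data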;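 note: cells exposed to compound for 20 h before luminescence read; 0% = DMSO alone and 100% = MG132 at 30 µM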
Target sequence (P30291 whole entry K328M): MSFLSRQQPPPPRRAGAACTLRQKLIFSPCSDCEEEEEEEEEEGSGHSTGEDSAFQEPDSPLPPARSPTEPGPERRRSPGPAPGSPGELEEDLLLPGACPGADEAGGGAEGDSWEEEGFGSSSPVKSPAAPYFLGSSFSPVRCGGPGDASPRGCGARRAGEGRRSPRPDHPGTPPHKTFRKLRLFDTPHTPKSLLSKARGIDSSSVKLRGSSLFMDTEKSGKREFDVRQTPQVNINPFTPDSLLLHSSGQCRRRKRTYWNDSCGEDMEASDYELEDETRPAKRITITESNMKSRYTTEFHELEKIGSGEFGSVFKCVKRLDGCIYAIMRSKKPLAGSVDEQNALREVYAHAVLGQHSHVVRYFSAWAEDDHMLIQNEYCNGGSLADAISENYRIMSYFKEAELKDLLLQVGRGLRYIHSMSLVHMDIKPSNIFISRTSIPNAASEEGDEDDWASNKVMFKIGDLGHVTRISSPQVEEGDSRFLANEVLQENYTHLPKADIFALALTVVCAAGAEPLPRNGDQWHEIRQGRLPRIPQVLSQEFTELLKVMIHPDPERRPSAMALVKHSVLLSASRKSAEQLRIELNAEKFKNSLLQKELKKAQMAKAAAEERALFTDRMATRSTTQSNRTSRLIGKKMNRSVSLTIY
An asterisk follows results filed as active; · = no result given.

Keys – A = TNF necrop inh; B = PPC-1+TRAIL kill; C = RBBP9 inh; D = TRPML3 agonist; E = CHOP inh; F = Ba/F3 V617F tox; G = zfTRPN1 agonist; H = BaF3 tox; I = Wee1 stabilizer
COC(=O)C1=C(CSCc2ccccc2)NC(=O)NC1c1cc(C)ccc1C (configuration not stated)
  A: -0.6 | B: 3 | C: -5 | D: -0.8 | E: 36 | F: 0 | G: -0.5 | H: 6 | I: 0
COc1cccc(CC(=O)Nc2nc(C)cs2)c1
  A: 1.3 | B: 20 | C: -13 | D: 0.8 | E: -8 | F: -4 | G: -0.7 | H: 8 | I: -1
COc1cc(/C=N/NC(=O)c2cccc([N+](=O)[O-])c2)ccc1OCc1ccccc1
  A: -2.3 | B: · | C: -9 | D: 0.5 | E: -5 | F: 3 | G: 1.4 | H: 3 | I: 4
CCC(C)NC(=O)Cn1c(=O)n(-c2ccccc2)c(=O)c2ccc(C(=O)NCc3ccco3)cc21 (configuration not stated)
  A: 0.3 | B: -11 | C: -4 | D: 0.3 | E: 5 | F: 5 | G: -0.8 | H: 5 | I: 2
CCOC(=O)N1CCN(C(=O)Nc2ccc(Cl)cc2Cl)CC1
  A: -1.4 | B: 20 | C: -7 | D: 0.6 | E: -24 | F: -3 | G: 0.5 | H: -2 | I: 1
O=C(COC(=O)c1cc(S(=O)(=O)NCc2ccccc2)ccc1O)c1cc2ccccc2o1
  A: -0.4 | B: 12 | C: -5 | D: -1.1 | E: 18 | F: 3 | G: -3.2 | H: -3 | I: 3
C=CCn1c(=O)c(C(=O)NCCN(CC)CC)c(O)c2ccccc21
  A: -0.5 | B: 11 | C: -1 | D: 0.9 | E: -1 | F: -1 | G: 0.3 | H: 46* | I: 1
Cc1ccc2oc(=O)c3cnn(CC(=O)NCCC(C)C)c3c2c1
  A: 0.7 | B: 0 | C: 0 | D: 0.5 | E: 23 | F: -1 | G: 1.5 | H: 2 | I: 3
NC(=O)CSc1nnc(COc2ccccc2)n1C1CCCCC1
  A: -11 | B: -12 | C: -10 | D: 0.4 | E: · | F: 0 | G: 0.9 | H: 5 | I: 0
COCCn1nnnc1C(CC(C)C)N1CCN(c2cccc(OC)c2)CC1 (configuration not stated)
  A: 3.4 | B: 21 | C: -4 | D: 0.4 | E: 16 | F: -5 | G: -1.5 | H: 2 | I: 2
Cc1cc(C(=O)NCCC2=CCCCC2)no1
  A: 3.4 | B: 28 | C: 1 | D: 0.6 | E: 1 | F: -1 | G: 1.3 | H: 4 | I: -2
O=C(C1=C[C@H](c2csc3ccccc23)C[C@H](OCc2ccc(CO)cc2)O1)N1CCN(Cc2ccc3c(c2)OCO3)CC1
  A: -3.0 | B: 11 | C: -14 | D: 1.0 | E: 39 | F: 7 | G: 1.1 | H: 3 | I: 3
COc1ccc(N(CC(=O)NC2CCCCC2)S(=O)(=O)c2cccnc2)cc1
  A: -1.2 | B: 13 | C: -3 | D: 0.8 | E: -6 | F: 3 | G: 0.6 | H: 10 | I: -2
CN(C)c1ccc(C(=O)C(O)c2ccc(C(C)(C)C)cc2)cc1 (configuration not stated)
  A: 0.0 | B: 9 | C: -3 | D: 0.8 | E: 56 | F: -4 | G: 0.8 | H: -1 | I: -1
C=CCn1c(C)cc(C(=O)COC(=O)c2ccc3c(c2)NC(=O)CS3)c1C
  A: -1.0 | B: 3 | C: -5 | D: 1.2 | E: 30 | F: 1 | G: 3.0 | H: 5 | I: 6
Cc1ccc(C2=NN(C3=NN=C(N)Cc4ncnn43)C(O)(C(F)(F)F)C2)cc1 (configuration not stated)
  A: -0.3 | B: · | C: -8 | D: 0.5 | E: 15 | F: 0 | G: -2.6 | H: 7 | I: -2
CC(C)Oc1snc(Cl)c1C(N)=O
  A: 0.3 | B: 11 | C: 2 | D: 1.3 | E: -27 | F: 1 | G: 0.7 | H: 8 | I: -1
CCOC(=O)CN1C(=O)N[C@@H](c2ccccc2)C(C(C)=O)=C1C
  A: -0.5 | B: 11 | C: -8 | D: -0.1 | E: 10 | F: 9 | G: 3.0 | H: 7 | I: -1
CCn1c(C)nc2cc(C(=O)OCCC(F)(F)F)ccc21
  A: 3.1 | B: -8 | C: 10 | D: 0.1 | E: 4 | F: -6 | G: -0.3 | H: 3 | I: 0
CCOC(=O)c1ccc(NC(=S)Nc2ccccc2)cc1
  A: 2.6 | B: 19 | C: 6 | D: 0.6 | E: 4 | F: 0 | G: 1.1 | H: 8 | I: 0
Cc1ccc2c(C(=O)CN3CCCCC3CCO)c(C)[nH]c2c1 (configuration not stated)
  A: -1.6 | B: 12 | C: -3 | D: 0.6 | E: 3 | F: -1 | G: 1.1 | H: 2 | I: 3
O=S(=O)(Cc1ccccc1Cl)N1CCCCC1
  A: -1.1 | B: 12 | C: -2 | D: 0.4 | E: 1 | F: 3 | G: -0.1 | H: 7 | I: 4
Clc1ccccc1N=C1SCCS1
  A: 0.5 | B: 4 | C: -1 | D: 0.5 | E: 21 | F: -1 | G: -0.1 | H: 2 | I: -3
CC(=O)Nc1ccc(S(=O)(=O)N(C)c2ccc(OCC(=O)OCC(=O)Nc3ccc(OC(F)F)cc3)cc2)cc1
  A: -0.3 | B: 18 | C: -9 | D: 0.5 | E: 4 | F: 7 | G: 3.2 | H: -2 | I: 2
O=C(NC12CC3CC(CC(C3)C1)C2)c1ccc(-c2ccc(Cl)cc2)o1
  A: 3.6 | B: 23 | C: -9 | D: 0.2 | E: 14 | F: -6 | G: -0.8 | H: 1 | I: -3
COC(=O)c1sc2cc(C(F)(F)F)cnc2c1-c1ccccc1
  A: -0.9 | B: -10 | C: 0 | D: -0.1 | E: 40 | F: 1 | G: -1.6 | H: 8 | I: 1
CCCCN(NC(C)=O)c1nc(Cl)nc(NC(C)C)n1
  A: 0.9 | B: 24 | C: -1 | D: 0.6 | E: -34 | F: -3 | G: -0.6 | H: -1 | I: 0
C=CCc1cc(OC)ccc1OCCON1C(=O)CCC1=O
  A: -0.4 | B: 15 | C: -1 | D: 0.6 | E: -3 | F: -3 | G: 0.0 | H: 1 | I: -3
COc1ccc(-c2nc(N)n(C(=O)c3ccc(C)cc3)n2)cc1
  A: 0.9 | B: 12 | C: -1 | D: 0.9 | E: 44 | F: 4 | G: 0.7 | H: 10 | I: -2
O=C(NC1(C(F)(F)F)N=C(c2ccccc2)NC1=O)c1ccccc1 (configuration not stated)
  A: -0.2 | B: -3 | C: -2 | D: 0.6 | E: 13 | F: 2 | G: 1.5 | H: 7 | I: -2

Complete entries from above. Values in the order: TNF necrop inh	PPC-1+TRAIL kill	RBBP9 inh	TRPML3 agonist	CHOP inh	Ba/F3 V617F tox	zfTRPN1 agonist	BaF3 tox	Wee1 stabilizer
Results for CC(=O)Nc1ccc(S(=O)(=O)N(C)c2ccc(OCC(=O)OCC(=O)Nc3ccc(OC(F)F)cc3)cc2)cc1 = -0.3	18	-9	0.5	4	7	3.2	-2	2
Results for C=CCn1c(=O)c(C(=O)NCCN(CC)CC)c(O)c2ccccc21 = -0.5	11	-1	0.9	-1	-1	0.3	46*	1
Results for CCCCN(NC(C)=O)c1nc(Cl)nc(NC(C)C)n1 = 0.9	24	-1	0.6	-34	-3	-0.6	-1	0
Results for COc1cc(/C=N/NC(=O)c2cccc([N+](=O)[O-])c2)ccc1OCc1ccccc1 = -2.3	·	-9	0.5	-5	3	1.4	3	4
Results for CN(C)c1ccc(C(=O)C(O)c2ccc(C(C)(C)C)cc2)cc1 (configuration not stated) = 0.0	9	-3	0.8	56	-4	0.8	-1	-1

The listing continues:
Keys – A = TNF necrop inh; B = PPC-1+TRAIL kill; C = RBBP9 inh; D = TRPML3 agonist; E = CHOP inh; F = Ba/F3 V617F tox; G = zfTRPN1 agonist; H = BaF3 tox; I = Wee1 stabilizer
Cn1c(NC(=O)c2ccccc2C(F)(F)F)cc(=O)n(C)c1=O
  A: 0.0 | B: -6 | C: -11 | D: 1.0 | E: 37 | F: -5 | G: 0.9 | H: -1 | I: 0
O=C(CN(Cc1ccccc1)C1=NCCS1)c1ccccc1
  A: 2.8 | B: -3 | C: -1 | D: 0.5 | E: 10 | F: -2 | G: -0.4 | H: 4 | I: 5
CC(C)(C)NC(=O)COc1ccc(CNCc2ccccn2)cc1
  A: 0.9 | B: 11 | C: -3 | D: 0.4 | E: 17 | F: -1 | G: 0.4 | H: 1 | I: -4
COc1cc(/C=C2/SC(N)=NC2=O)ccc1Oc1ccc([N+](=O)[O-])cc1[N+](=O)[O-]
  A: 3.3 | B: 28 | C: -5 | D: 1.0 | E: -3 | F: -4 | G: 0.0 | H: -2 | I: 2
CCOC(=O)C1CCCN(Cc2ccccc2OCC)C1 (configuration not stated)
  A: -1.0 | B: 15 | C: -3 | D: 0.7 | E: -1 | F: 0 | G: 0.2 | H: 4 | I: 2
COc1ccc(-n2c(SCC(=O)Nc3cc(C)on3)nc3ccccc3c2=O)cc1Cl
  A: -1.2 | B: 21 | C: -6 | D: 0.3 | E: 22 | F: -1 | G: 1.4 | H: 4 | I: 0
Cc1ccc(C(=O)NC(=C(Cl)Cl)S(=O)(=O)c2ccc(C)cc2)cc1
  A: -3.3 | B: -7 | C: 2 | D: -1.2 | E: 9 | F: -2 | G: -1.6 | H: 2 | I: 2
CC(C)NC(=O)CN1CCN(Cc2nc(-c3cccs3)no2)CC1
  A: -0.9 | B: 35 | C: -10 | D: 0.2 | E: 11 | F: 2 | G: 0.3 | H: 10 | I: 2
Cn1ncc2c(O/N=C(\N)c3ccc(C(F)(F)F)cc3)ncnc21
  A: -27 | B: 14 | C: 2 | D: -0.1 | E: 64 | F: 11 | G: 0.4 | H: 1 | I: 0
COc1ccc(Oc2c(C)oc3cc(OC(=O)N4CCOCC4)ccc3c2=O)cc1
  A: -0.6 | B: 6 | C: -10 | D: -0.1 | E: -15 | F: 2 | G: 2.5 | H: 4 | I: 3
O=C(CN1CCN(S(=O)(=O)c2ccc(Br)cc2)CC1)N/N=C/c1ccco1
  A: 2.7 | B: 7 | C: 0 | D: -0.1 | E: 10 | F: 0 | G: -0.9 | H: 5 | I: 2
COc1ccc(-c2ccccc2)cc1NCc1ccc(OC)c(OC)c1
  A: 1.5 | B: 12 | C: 4 | D: 0.1 | E: 10 | F: -3 | G: 0.9 | H: -1 | I: 1
COc1ccc(CCNC(=O)CSc2nnc(-c3ccc(F)cc3)o2)cc1OC
  A: -14 | B: 4 | C: -12 | D: -0.5 | E: 20 | F: 0 | G: 0.3 | H: 2 | I: -3

From PubChem BioAssay
